Screening data from PubChem.
PME-1 inh – blocks human protein phosphatase methylesterase 1; AID 2130; Q9Y570; recombinant PME-1, FP-Rh probe fluorescence polarization; inhibition, % at 5.9 µM; actives 0.53% (n = 320,000);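 active = inhibition above the campaign mean of all compounds plus 3 SD, cut at about 26% in these data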;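 also: competitive labeling of PME-1 active site by serine hydrolase directed probe; 0% = PME-1 with DMSO and 100% = wells lacking PME-1 enzyme; inhibitors block probe labeling so polarization falls and inhibition rises; many of its hits are not listed in these tables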
Target sequence (Q9Y570 whole entry, looked up): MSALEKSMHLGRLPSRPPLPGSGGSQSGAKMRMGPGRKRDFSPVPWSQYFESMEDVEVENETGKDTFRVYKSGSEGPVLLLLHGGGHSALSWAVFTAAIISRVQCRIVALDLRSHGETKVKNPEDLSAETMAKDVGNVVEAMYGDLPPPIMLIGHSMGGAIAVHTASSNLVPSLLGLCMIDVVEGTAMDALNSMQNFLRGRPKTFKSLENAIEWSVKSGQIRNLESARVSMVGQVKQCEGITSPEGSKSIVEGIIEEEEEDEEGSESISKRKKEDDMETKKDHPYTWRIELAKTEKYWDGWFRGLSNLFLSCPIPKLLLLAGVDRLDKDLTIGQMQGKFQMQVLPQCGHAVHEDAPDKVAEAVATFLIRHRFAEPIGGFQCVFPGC
PAFAH1B3 FP inh – blocks human PAF acetylhydrolase 1B catalytic subunit 3. recombinant PAFAH1B3, FP-rhodamine probe, fluorescence polarization. inhibition, % at 3.39 µM. actives 0.28% (n = 340,000);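 active = inhibition above the screen-wide average of all tested compounds plus 3 SD, cut at about 25% in these data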;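 also: 0% = enzyme with DMSO only and 100% = wells lacking PAFAH1B3 protein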
LYPLA1 inh – counter-screen for PME1 inhibitors: inhibitors of human LYPLA1; O75608; recombinant LYPLA1, FP-Rh probe fluorescence polarization; inhibition, % at 5.9 µM; actives 0.16% (n = 320,000);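 active = inhibition above the mean of all tested compounds plus 3 SD, set per campaign, cut at about 14% in these data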;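 also: inhibitors block serine hydrolase probe labeling of LYPLA1 so polarization falls; 0% = enzyme with DMSO and 100% = wells lacking LYPLA1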
PREPL inhibitor – inhibits the human prolyl oligopeptidase-like enzyme; recombinant PREPL, fluorescence polarization activity-based probe; inhibition, % at 5.96 µM; actives 0.68% (n = 320,000); AID 2751; in the data active = inhibition above about 43%;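 also: 0% = enzyme with DMSO and 100% = wells lacking enzyme; many of its hits are not listed in these tables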
LYPLA2 inh – LYPLA2 (human) inhibition in PME1 counter-screen; recombinant LYPLA2, FP-Rh probe fluorescence polarization; inhibition, % at 5.9 µM; actives 0.38% (n = 320,000); AID 2177;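 active = inhibition above the screen-wide mean plus 3 SD, limit set per campaign, cut at about 26% in these data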;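 also: 0% = LYPLA2 with DMSO and 100% = wells lacking LYPLA2 enzyme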
pPAFAH inh – pPAFAH (human) enzyme inhibition. Q13093. AID 463082. recombinant pPAFAH, FP-rhodamine probe fluorescence polarization. actives 1.5% (n = 330,000). inhibition, % at 3.39 µM;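 active = inhibition above the mean inhibition across the screen plus 3 SD, cut at about 25% in these data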;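 also: inhibitors block binding of the rhodamine activity-based probe so polarization drops; 0% = enzyme with DMSO and 100% = wells lacking pPAFAH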
PAD4 inh – inhibitors of human PAD4; recombinant PAD4, RCA probe fluorescence polarization; inhibition, % at 6.36 µM; actives 0.41% (n = 330,000);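 active = percent inhibition above a cutoff equal to the mean of all tested compounds plus 3 SD, cut at about 15% in these data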;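 also: 0% = PAD4 with RCA probe and DMSO and 100% = probe without PAD4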
Target sequence (Q9UM07 whole entry, looked up): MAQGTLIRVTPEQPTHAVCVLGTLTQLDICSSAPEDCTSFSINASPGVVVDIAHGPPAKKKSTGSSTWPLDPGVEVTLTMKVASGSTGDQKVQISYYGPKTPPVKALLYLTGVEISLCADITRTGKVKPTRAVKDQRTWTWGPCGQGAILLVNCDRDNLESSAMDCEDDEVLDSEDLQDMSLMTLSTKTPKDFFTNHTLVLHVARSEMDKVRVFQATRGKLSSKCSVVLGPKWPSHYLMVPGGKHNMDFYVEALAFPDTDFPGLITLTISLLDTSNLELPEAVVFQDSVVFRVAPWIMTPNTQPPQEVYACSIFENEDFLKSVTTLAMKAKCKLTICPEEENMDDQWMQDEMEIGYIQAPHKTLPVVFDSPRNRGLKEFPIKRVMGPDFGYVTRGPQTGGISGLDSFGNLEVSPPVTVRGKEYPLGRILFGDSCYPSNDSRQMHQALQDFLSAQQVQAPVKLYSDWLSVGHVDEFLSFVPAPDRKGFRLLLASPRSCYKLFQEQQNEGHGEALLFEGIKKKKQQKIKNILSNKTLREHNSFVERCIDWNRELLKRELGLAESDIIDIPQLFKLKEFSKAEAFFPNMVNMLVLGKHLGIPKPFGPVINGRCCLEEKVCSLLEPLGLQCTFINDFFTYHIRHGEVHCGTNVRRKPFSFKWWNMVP
GSTO1 inh – blocks human GSTO1 in RBBP9 counter-screen; P78417; recombinant GSTO1, activity-based probe fluorescence polarization; inhibition, % at 5.96 µM; actives 1.1% (n = 300,000); AID 1974;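 active = inhibition above the campaign mean inhibition plus 3 SD, cut at about 35% in these data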;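 also: 0% = GSTO1-1 with DMSO and 100% = wells lacking GSTO1-1 enzyme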
PAFAH1B2 FP inh – inhibitors of human PAFAH1B2; P68402; recombinant PAFAH1B2, FP-rhodamine activity probe, fluorescence polarization; inhibition, % at 3.39 µM; actives 1.2% (n = 340,000); AID 492953;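 active = inhibition above the mean of all tested compounds plus 3 SD, cut at about 24% in these data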;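 also: 0% = enzyme with DMSO and 100% = wells lacking PAFAH1B2; many of its hits are not listed in these tables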
Numbers without * were called inactive; · = not tested or not shown. A portion of the library; rates above refer to the full screens.

smiles,PME-1 inh,PAFAH1B3 FP inh,LYPLA1 inh,PREPL inhibitor,LYPLA2 inh,pPAFAH inh,PAD4 inh,GSTO1 inh,PAFAH1B2 FP inh
CN(CCC1CCOCC1)C(=O)CC1C(=O)NCCN1Cc1cccc(F)c1 (configuration not stated),5,9,0,2,7,2,0,2,9
CCN1CCC2(CC1)C(C#N)=C(N)Oc1c2sc2nc(C)cc(C)c12,1,-3,-4,5,-9,11,-10,0,-1
COc1cc(-c2c(-c3cccc(C)c3)oc3ccccc23)cc(OC)c1OC,1,6,-2,-12,-3,2,-5,2,4
Cn1cccc1/C=N/N1CCN(c2ccccn2)CC1,10,1,-3,26,-10,-5,-5,23,3
COc1ccc(C/C(N)=N/OC(=O)C(c2ccccc2)c2ccccc2)cc1OC,-7,1,-1,9,1,-3,-1,-3,0
Cc1cc(/C=C2\NC(=S)N(C)C2=O)ccc1N1CCCC1,-58,-10,-12,8,-16,12,-21,-1,-5
C=CCN(c1ccccc1)S(=O)(=O)c1cccc(C(=O)N2CCCC2)c1,5,8,-1,9,4,0,3,7,6
CCOC(=O)c1c(S(=O)(=O)NCC(=O)NCc2cccc(C)c2)c(C)n(C)c1C,-5,0,3,4,1,4,-6,1,5
CC(C)N(C(=O)CSc1nc2c([nH]1)c(=O)n(C)c(=O)n2C)c1ccccc1,-9,-4,-2,5,2,-5,1,-4,12
COc1ccc(OC)c(S(=O)(=O)N2CCN(C(=O)c3cc(C4CC4)nn3-c3ccccc3)CC2)c1,0,7,-3,-2,-1,-6,-4,·,-2
O=C(NNc1cccc(Cl)n1)c1cccnc1Cl,2,-5,3,3,5,7,-3,1,0
Cn1c[n+](C)cc1/C=N/O,2,2,2,-1,8,0,1,-1,-1
O=C(NCCNC(=O)C1CC2CCC1C2)C1CC2CCC1C2 (configuration not stated),1,6,2,4,0,1,-1,8,3
Cc1ccc(CNC(=O)CSc2ccc(-c3ccccn3)nn2)cc1,2,1,2,30,2,0,-4,-4,3
CN(CCOc1ccccc1)CC(=O)Nc1ccc([N+](=O)[O-])cc1Cl,3,2,4,25,1,7,-1,1,4
CCCc1ccc(OCC(=O)NNC(=S)NC(=O)c2ccco2)cc1,0,7,3,6,4,6,2,-3,6
COCCn1c(=O)[nH]c2cc(C(=O)N3CCN(c4ccccc4)CC3)ccc2c1=O,-6,-1,4,5,7,1,0,2,1
Cc1nn(-c2ccccc2)c2sc(C(=O)NCCN3CCOCC3)cc12,4,6,1,7,4,7,-2,1,2
Cc1cc(=O)oc(C)c1C(=O)NCCCN1CCN(c2ccc(F)cc2)CC1,3,3,2,30,1,2,-1,4,-2
CC1(C)C2CC=C(/C=N/NC(=O)c3ccc(O)cc3)C1C2 (configuration not stated),-5,5,1,7,3,9,3,11,7
COc1ccccc1-n1c(-c2cc(-c3ccco3)[nH]n2)n[nH]c1=S,-9,6,1,5,2,28*,-1,23,6
COC(=O)c1c(NC(=O)CC2Sc3ccc(C(F)(F)F)cc3NC2=O)sc(C)c1C (configuration not stated),-6,-8,-6,2,-2,-1,1,-3,1
CCOC(=O)CCCCC(=O)c1[nH]c(=O)[nH]c1CSc1nc(C)cc(C)n1,-5,4,-2,-1,-4,4,-4,16,0
CCCCCCCn1c(=N)n(CC(O)c2ccco2)c2ccccc21 (configuration not stated),2,-2,-1,43,2,5,3,0,-4
CC(=O)Nc1ccc(/C(C)=N/NS(=O)(=O)c2ccc(C)cc2)cc1,0,4,-2,14,-1,6,-1,0,4
C=CCN1C(=O)[C@H]2CCC=C[C@H]2[C@@H]1c1cccc(C)c1,·,12,·,·,·,-3,-3,·,4
Cc1cc(/C=C(/C#N)c2cccc(Cl)c2)c(C)n1C,12,10,1,9,8,15,-2,1,3
O=c1c2ccccc2nc(-c2ccccc2)n1Cc1ccccc1,2,1,4,5,5,13,2,5,2
Cc1cc(C)n(CCN(C)c2nc3nonc3nc2NC2CC2)n1,0,8,-3,-13,-2,1,1,2,0
COc1ccc(NC(=O)CN2CCN(S(=O)(=O)c3ccc(Cl)cc3)CC2)cc1,6,9,2,-10,4,6,-5,2,21
Cc1ccc2cc(CN(C)S(C)(=O)=O)c(=O)[nH]c2c1,-8,·,-2,2,-3,5,-3,-1,·
CN(C)c1ccc(C(C(=O)NCC2CCCO2)N(Cc2ccccc2)C(=O)c2snc(C(N)=O)c2N)cc1 (configuration not stated),-1,7,-1,0,-4,4,1,4,2
COc1cccc(-n2c(C)nc3c(cnn3-c3ccc(Cl)cc3)c2=O)c1,3,8,1,5,0,0,0,1,-2
COc1ccc(CC(=O)N2CCCC2)c(OC)c1,-1,5,1,4,-1,3,4,12,4
CCCCOc1ccc(C(=O)Nc2cccc(C)n2)cc1,-29,3,-1,-1,-2,0,6,-4,-3
CC(=O)Nc1cccc(NC(=O)Cc2cccs2)c1,-4,9,-1,-10,1,11,-4,0,-2
O=c1c2cn[nH]c2[nH]c(=S)n1-c1ccccc1Cl,-4,10,4,4,11,1,2,9,6
Cc1cc(=O)n2c3ccccc3n(CC(O)CN3CCN(Cc4ccccc4)CC3)c2c1C#N (configuration not stated),-1,8,0,-19,0,3,3,-1,3
CCOc1cccc(Nc2ccc([N+](=O)[O-])cn2)c1,0,-1,4,12,28*,4,3,1,1
CC(=O)N1CCN(Cc2nc3cc(NC(=O)c4ccc(F)cc4)ccc3n2C)CC1,-5,8,-2,-1,0,1,-4,-1,2
Cc1ccc(CNC(=O)C2CCN(S(=O)(=O)c3cnc[nH]3)CC2)cc1,0,6,5,7,4,0,1,11,-7
O=C(O)C1CCCCC1C(=O)NCCc1ccccc1 (configuration not stated),0,1,1,9,3,-1,-1,-4,3
CCc1nc2ccc(C(=O)N3CCN(c4ccccc4F)CC3)cc2nc1CC,-4,0,-2,-14,4,5,7,-5,0
c1ccc(-c2nc(C3CCCCC3)c3ccccc3n2)cc1,-3,7,0,11,-1,1,3,10,2
Cc1cccc(C)c1NC(=S)N/N=C1\CC2CC=CC12 (configuration not stated),-2,13,1,-1,-3,2,2,5,5
CC(=O)Nc1cccc(NC(=O)CSc2nnnn2C(C)C)c1,2,3,2,-7,-3,-1,0,5,4
Cc1cc(Cl)ccc1NNC(N)=S,1,1,0,-2,-3,-4,2,3,2
CCCCn1c(N)c(N(CC(C)C)C(=O)c2cccc(S(=O)(=O)N(C)c3ccccc3)c2)c(=O)[nH]c1=O,-8,0,-1,0,-3,1,-6,-3,2
CSc1nc2c(c(=O)[nH]1)CCCC2,1,6,-4,-3,-1,-5,5,-1,2
CCOc1cnn(Cc2ccccc2)c(=O)c1SCc1ccccc1,0,12,0,9,3,8,-3,1,-3

(more compounds)
smiles,PME-1 inh,PAFAH1B3 FP inh,LYPLA1 inh,PREPL inhibitor,LYPLA2 inh,pPAFAH inh,PAD4 inh,GSTO1 inh,PAFAH1B2 FP inh
CCC1(c2ccc(F)cc2)NC(=O)NC1=O (configuration not stated),-6,-4,-2,-2,-4,1,0,2,6
CC1(C)Cc2c(sc3nc(C4CCCCC4)n(N)c(=O)c23)CO1,-3,4,2,-4,-1,3,0,5,1
CCN=c1scc(-c2ccco2)n1/N=C/c1ccc(OC)c(O)c1,17,5,2,31,1,8,-5,13,0
CCOC(=O)C1(Cc2cccc(OC)c2)CCN(CC=C(C)C)CC1,3,6,1,1,2,-2,-4,-3,3
Cc1c(Nc2nc3ccccc3nc2N2CCN(c3ccccc3)CC2)c(=O)n(-c2ccccc2)n1C,0,0,-2,9,4,0,0,0,3
CCOC(=O)N1CCN(C(=O)C2CCN(C(=O)c3cc4sccc4n3CC)CC2)CC1,2,8,-1,19,-3,-3,-8,-5,2
CCS(=O)(=O)N1Cc2ccccc2CC1C(=O)N(C)Cc1ccc(OC)cc1OC (configuration not stated),-2,-4,2,-2,0,-4,-7,-4,-2
CCOC(=O)N1CCN(C(=O)CN(C2CCCCC2)S(=O)(=O)c2ccc(C)cc2)CC1,-2,3,-2,-3,4,0,2,5,2
COCCOc1cc(NC(=O)CS(=O)(=O)CC(=O)N(C)C)c(Cl)cc1Cl,0,-1,-5,0,10,-1,4,4,7
COc1cc(OC)c(C(=O)CCC(=O)O)cc1OC,-9,-3,-4,1,-3,-4,-13,-2,2
O=C(CSc1nnc(NC(=O)c2c(F)cccc2F)s1)NCc1ccccc1,1,-3,3,-1,1,0,-1,4,-1
Cc1ccc(C)c(NC(=O)CSc2nccn2Cc2ccco2)c1,8,-4,-3,-4,-4,2,-1,1,-2
CC(C)CCN(C(=O)Nc1ccccc1)C(C)c1cccs1 (configuration not stated),-4,-3,-2,1,-2,2,2,8,-2
CCCOC(=O)CCCCCCCCC(O)CN1CCCCC1 (configuration not stated),0,2,0,0,3,-2,-1,5,0
CC1CCN(Cc2nnnn2CCCC(=O)NCCN2CCOCC2)CC1,2,1,-7,6,-2,6,0,3,0
CN(c1nc(-c2ccc(Br)cc2)cs1)C1CCS(=O)(=O)C1 (configuration not stated),1,2,3,23,-1,20,-8,6,3
COc1ccccc1N(CC(=O)NC(C)(C)C)S(=O)(=O)c1cccs1,3,3,2,-2,3,6,1,7,5
Cc1ccc(N=C2NC(=O)/C(=C\c3ccco3)S2)cc1,0,8,-4,-1,-6,23,-5,3,3
Cc1nn(-c2ccccc2)c2sc(-c3nnc(SCC(=O)O)o3)cc12,-2,9,0,7,3,2,-4,-4,7
CCc1nc2cc(Cl)c(Cl)cc2[nH]1,0,5,-1,-1,1,5,1,-5,7
CCOP(=O)(c1ccccc1)c1nc(-c2ccccc2C)oc1N1CCCCC1 (configuration not stated),11,·,0,8,3,5,7,12,·
COc1ccccc1NC(=O)CSc1nnc(C2CCCCC2)n1C,-1,6,-4,-1,4,2,-1,2,3
O=C(CCNc1n[nH]c(=O)[nH]c1=O)N/N=C/c1ccc(Cl)cc1,-2,12,0,-1,-2,-3,-2,14,0
Cc1ccc([N+](=O)[O-])cc1NC(=O)Nc1ccc(S(N)(=O)=O)cc1,-2,-2,-5,15,-4,6,0,1,1
COc1ccc(-n2c(=S)[nH]c3cc(C(=O)Nc4cc(OC)c(OC)c(OC)c4)ccc3c2=O)c(OC)c1,19,4,-8,11,-10,12,-2,-14,4
CCN(CC)C(=O)C(C)N(C#N)c1nc(Cl)nc(N(C)C)n1 (configuration not stated),3,5,3,2,4,4,-2,15,3
COc1ccc(CNC(=O)Cn2cc([N+](=O)[O-])cn2)cc1,-3,6,-5,3,-9,-5,2,2,-3
CCCCOC1(c2ccccc2)NC(=S)NN=C1c1ccccc1 (configuration not stated),0,·,-3,2,-6,1,1,6,·
CN1C(=O)CSc2ccc(NC(=O)N3CCN(c4ccccc4)CC3)cc21,4,4,5,31,7,11,-5,-4,2
COCc1c(C(=O)OC/C(O)=C(\C#N)c2nc3ccccc3[nH]2)oc2ccccc12,-9,·,-4,17,-9,3,-7,-2,·

Fetched by structure from the entries so far, 2 records:
smiles,PME-1 inh,PAFAH1B3 FP inh,LYPLA1 inh,PREPL inhibitor,LYPLA2 inh,pPAFAH inh,PAD4 inh,GSTO1 inh,PAFAH1B2 FP inh
COCc1c(C(=O)OC/C(O)=C(\C#N)c2nc3ccccc3[nH]2)oc2ccccc12,-9,·,-4,17,-9,3,-7,-2,·
CN1C(=O)CSc2ccc(NC(=O)N3CCN(c4ccccc4)CC3)cc21,4,4,5,31,7,11,-5,-4,2
